TRHR enhancer = qHTS for Small Molecule Agonists and Allosteric Enhancers of Human TRH Receptor: Primary Screen for Enhancers; TRHR cells, fluo-8 calcium fluorescence, EC20 TRH enhancement; enhancement, % at 2 µM; Thyrotropin-releasing hormone receptor (Homo sapiens), P34981; hit rate 0.66% among 360,000; in the data active = enhancement above about 30%; also: 0% is about no effect
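TRHR-expressing cells loaded with fluo-8 calcium dye were read kinetically (ex 480/em 530) during compound addition, then stimulated with an EC20 of TRH (10 nM final). Enhancement of the Gq-mediated intracellular calcium response was scored.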
D2 antag = HTS Assay for Allosteric Antagonists of the Human D2 Dopamine Receptor: Primary Screen for Antagonists. D(2) dopamine receptor (Homo sapiens), P14416. HEK293 TREx D2 cells, calcium flux, dopamine EC80. inhibition, % at 10 µM. hit rate 2% among 340,000; in the data active = inhibition above about 30%; also: 0% is about no effect
Target sequence (P14416 whole entry, looked up): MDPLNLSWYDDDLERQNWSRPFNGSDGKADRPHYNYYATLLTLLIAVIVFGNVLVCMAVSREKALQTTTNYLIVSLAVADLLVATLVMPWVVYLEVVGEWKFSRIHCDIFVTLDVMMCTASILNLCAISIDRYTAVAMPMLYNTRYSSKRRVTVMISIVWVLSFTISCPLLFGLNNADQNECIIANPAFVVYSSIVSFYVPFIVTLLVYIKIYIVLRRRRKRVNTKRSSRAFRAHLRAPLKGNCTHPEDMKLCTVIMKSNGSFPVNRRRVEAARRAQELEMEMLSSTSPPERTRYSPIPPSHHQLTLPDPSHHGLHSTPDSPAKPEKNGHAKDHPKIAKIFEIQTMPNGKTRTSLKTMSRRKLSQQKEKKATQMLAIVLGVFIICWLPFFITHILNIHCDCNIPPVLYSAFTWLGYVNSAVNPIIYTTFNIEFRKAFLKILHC
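Overnight-induced (tetracycline, 30 C) HEK293 T-REx cells carrying force-coupled D2 receive a no-wash calcium dye, then compound, then EC80 dopamine at 180 s; signals are read kinetically throughout.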
USP1 inh = Inhibitors of USP1/UAF1: Primary Screen. recombinant USP1/UAF1, Ub-Rhodamine cleavage fluorescence. Potency, µM (titrated, usually from 57.1 µM), for inactives: at the highest dose activity change, negative = inhibition, usual class: inhibitors. hit rate 0.23% among 390,000. AID 743255, 2014; also: potency is read from the fitted curve at half-maximal effect; % is scaled to controls: 0 for no effect and ±100 for the full control effect; nearly all actives have a fitted effect of over 60% in size; inactives centre near -12
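1 nM enzyme complex + cpd, 15 min RT; start with Ub-Rho 150nM final; kinetic fluorescence ex 480/em 540, 6 reads q60 s. Buffer 50mM HEPES pH 7.8, 0.5mM EDTA, 0.1 mg/ml BSA, 1mM TCEP, 0.01% Tween-20.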
TRHR ag = qHTS for Small Molecule Agonists and Allosteric Enhancers of Human TRH Receptor: Primary Screen for Agonists. hit rate 0.18% among 360,000. TRHR cells, calcium flux fluo-8, FDSS agonist mode. activation, % at 2 µM; in the data active = activation above about 30%; also: 0% is about no effect
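TRHR-expressing cells loaded with fluo-8 calcium dye; 23 nL library compound pin-transferred, kinetic FDSS fluorescence (Ex 480/Em 530) recorded about 180 s for agonist-induced calcium release, before a 10 nM TRH EC20 addition for potentiator mode.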
IDH1 R132H inh = qHTS for Inhibitors of mutant isocitrate dehydrogenase 1 (IDH1): qHTS; Isocitrate dehydrogenase [NADP] cytoplasmic (Homo sapiens), O75874; IDH1-R132H enzyme, NADPH consumption, diaphorase/resazurin fluorescence; Potency, µM (series often up to 76.6 µM), inactives show at the top dose activity change, negative = inhibition, usual class: inhibitors; hit rate 0.093% among 390,000; also: potency is read from the fitted curve at half-maximal effect; % is scaled to controls: 0 for no effect and ±100 for the full control effect; nearly all actives have a fitted effect of over 65% in size
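IDH1-R132H (0.5 ug/mL) preincubated 30 min with compound, then NADPH (0.016 mM) and alpha-KG (2 mM) added; 80 min at RT, pH 7.5. Remaining NADPH coupled via diaphorase/resazurin to fluorescence (540/590 nm); concentration-response curves normalized to no-enzyme control.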
D2 ag = HTS Assay for Allosteric Agonists of the Human D2 Dopamine Receptor: Primary Screen for Agonists; hit rate 0.53% among 340,000; HEK293 T-REx D2 cells, calcium flux agonist mode; activation, % at 2 µM; AID 485358, 2010;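 active = activation over 3 SD above normal in the single-dose calcium agonist read, cut at about 30% in these data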; also: 0% is about no effect
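Agonism scored from kinetic calcium signal (1 read/sec, 180 s) following compound pin transfer, after a 10 s baseline. Cells: HEK293 Trex line expressing inducible D2 receptor coupled to calcium, dye-loaded after overnight culture at 30 C.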
TrxR1 inh = qHTS Assay for Inhibitors of Mammalian Selenoprotein Thioredoxin Reductase 1 (TrxR1): qHTS; Thioredoxin reductase 1, cytoplasmic (Rattus norvegicus), O89049; recombinant rTrxR1, NADPH fluorescence consumption, selenite substrate; Potency, µM (top dose mostly 114 µM), inactives show top-dose activity change, negative = inhibition, hits mostly inhibitors; hit rate 1% among 390,000; AID 588453, 2011; also: potency is read from the fitted curve at half-maximal effect; % is scaled to controls: 0 for no effect and ±100 for the full control effect; nearly all actives have a fitted effect of over 65% in size
Target sequence (O89049 whole entry, looked up): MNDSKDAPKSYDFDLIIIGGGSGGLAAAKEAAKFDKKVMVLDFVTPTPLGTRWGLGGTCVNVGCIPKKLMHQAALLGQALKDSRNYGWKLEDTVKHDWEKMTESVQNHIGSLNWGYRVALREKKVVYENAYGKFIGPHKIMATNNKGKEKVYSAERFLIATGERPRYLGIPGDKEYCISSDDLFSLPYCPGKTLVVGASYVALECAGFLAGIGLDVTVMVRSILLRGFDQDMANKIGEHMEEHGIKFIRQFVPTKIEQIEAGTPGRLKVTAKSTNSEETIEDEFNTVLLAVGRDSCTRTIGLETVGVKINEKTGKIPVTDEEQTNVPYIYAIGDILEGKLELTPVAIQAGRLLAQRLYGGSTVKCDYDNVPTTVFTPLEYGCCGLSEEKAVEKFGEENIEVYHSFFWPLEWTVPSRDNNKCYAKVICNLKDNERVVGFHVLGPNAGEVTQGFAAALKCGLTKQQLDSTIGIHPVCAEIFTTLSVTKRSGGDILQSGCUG
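Rat TrxR1 (90 nM in the dispensed reagent) was pre-reduced with 400 uM NADPH for 5 min at room temperature, then incubated with compound for 15 min. After 400 uM selenite was added, NADPH fluorescence (Ex 340/Em 450 nm) was followed for 8 min.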
TrxR1 substrate = qHTS Assay for Substrates of Mammalian Selenoprotein Thioredoxin Reductase 1 (TrxR1): qHTS. AID 588456, 2011. Potency, µM (series often up to 114 µM), inactives show at the top dose activity change, negative = substrate turnover. purified TrxR1 substrate turnover, NADPH consumption readout. hit rate 0.01% among 390,000. Thioredoxin reductase 1, cytoplasmic (Rattus norvegicus), O89049; also: potency is read from the fitted curve at half-maximal effect; % is scaled to controls: 0 for no effect and ±100 for the full control effect; nearly all actives have a fitted effect of over 50% in size
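Rat TrxR1, dispensed at 90 nM, was prereduced with 400 uM NADPH (final) for 5 min at ~22 deg C, then incubated with compound 15 min before 400 uM selenite. A first-read NADPH fluorescence drop versus no-compound background flagged substrates.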
PI4K2A block = qHTS for small molecular inhibitors of PI4K2A; purified PI4K2A, ADP-Glo luminescence, 1 h; hits give low values; Phosphatidylinositol 4-kinase type 2-alpha (Homo sapiens), Q9BTU6; activity change, negative = inhibition, % at 76.9 µM; hit rate 0.13% among 420,000; in the data active = activity change below about -50%; inconclusive = mostly about -30% to -49%;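 also: -100% = wells without enzyme as full effect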
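Compounds are screened against recombinant PI4K2A using PI as substrate and ATP, the latter dispensed at 300 microM. Reactions run one hour at ambient temperature before ADP-Glo detection; full inhibition defined by wells lacking enzyme.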
* marks the source's active call; other numbers are inactive results; ? = inconclusive; nt = not tested or not shown; [ ] = remark or other dose. Unless noted, calls follow the shape of the dose curve; as a rule, active = well fitted inhibition curve with a large enough effect; inconclusive = small, poorly fitted or top-dose-only effect; inactive = no such curve, though single readings can be large or run the other way.

Structure	TRHR enhancer	D2 antag	USP1 inh	TRHR ag	IDH1 R132H inh	D2 ag	TrxR1 inh	TrxR1 substrate	PI4K2A block
NC(=O)NCc1cccc(Cl)c1	-10	-14	-4%	0.3	3%	0.5	20%	-1%	-4
Cc1ccc(-n2c(SCc3cn4ccsc4n3)nc3ccccc3c2=O)cc1	-7	-10	-3%	-0.3	0%	0.1	-5%	-4%	-1
CC(=O)c1cc(-c2ccccc2)n(CCC(=O)NCc2cccs2)c1C	2	-16	-17%	-1.2	1%	0.0	3%[57.1 µM]	3%[57.1 µM]	-2
O=C(CNC(=O)c1cc2c(n(-c3ccccc3)c1=O)CCCC2=O)c1ccccc1	-6	-1	1%	0.2	5%	-0.5	10%	-1%	0
N#Cc1ccc(-c2ccc3c(c2)OCO3)nc1SCC(=O)OCc1ccccc1	-3	2	-9%	0.9	-1%	-0.7	40%[activator]	116%[activator]	0
CC1(C)CC(=O)C(C(C2=C(O)CC(C)(C)CC2=O)c2cccs2)C(=O)C1 (centres undefined)	0	-11	-4%	0.0	7%	0.0	6.3µM*	0%	-16
O=C(c1ccncc1)c1ccc(NC(=O)c2cccs2)cc1	1	nt	7%	-0.2	2%	nt	13%[57.1 µM]	2%[57.1 µM]	2
COc1ccc(S(=O)(=O)N(C)CC(=O)NCc2cccnc2)cc1OC	3	11	-3%	-0.6	5%	0.0	27%	10%	2
CC(C)C(=O)Nc1cccc(NC(=O)c2ccc(Cl)cc2Cl)c1	-2	3	0%	-0.1	8%	-0.4	25%[57.1 µM]	18%[57.1 µM]	4
CC(=O)N1c2ccc(S(=O)(=O)N3CCCC(C(=O)Nc4ccc(F)cc4)C3)cc2CC1C (centres undefined)	-1	-6	3%	-1.2	-2%	1.8	11%	-5%	2
O=C(Nc1ccccc1OC(F)F)c1ccc(S(=O)(=O)N2CCCC2)cc1	8	-6	-10%	-0.7	1%	0.0	10%	1%	1
COC(=O)c1cc(C)nc2c1c(C)nn2-c1ccccc1	-6	-4	-14%	-0.6	6%	0.1	20%	5%	-1
Cc1ccc(NC(=O)c2oc3ccccc3c2C)nc1	2	7	-18%	0.8	11%	0.1	17%	6%	-2
CCn1c(SCC(=O)NC2CCCCC2C)nnc1-c1ccc(OC)cc1 (centres undefined)	-6	-2	-13%	-0.2	11%	-0.7	9%	1%	-1
COc1ccc(Cl)cc1N/C(N)=N/c1nc(CSc2ccc(C)cc2)cc(=O)[nH]1	-2	2	-10%	-0.3	0%	0.4	14%	-4%	2
Cc1ccc(-c2csc3ncnc(SCC(N)=O)c23)cc1	2	11	-9%	1.9	?	0.3	6%[57.1 µM]	-13%[57.1 µM]	5
N#CC1=C(N)OC2=C(C(=O)CCC2)[C@]12C(=O)N(CC(N)=O)c1ccccc12	2	-21	-14%	-0.5	4%	2.4	-5%	2%	-3
COc1ccc(/C=C/c2nc(S(=O)(=O)c3ccccc3)c(N(C)C)o2)cc1	-8	13	-8%	-1.8	-2%	-0.1	-13%	28%	-2
CCOc1ccc(-c2nc(CSCC(=O)NCCN3CCOCC3)c(C)o2)cc1	1	13	-6%	-0.4	0%	-2.6	-20%	3%	-11
COc1ccccc1N1CCN(CCCNC(=O)Nc2ccccc2C)CC1	-12	87*	-18%	-0.2	10%	23	11%[57.1 µM]	-7%[57.1 µM]	0
NC(=O)COC(=O)c1ccccc1OCc1ccccc1Cl	0	1	-1%	-0.7	-7%	-0.4	6%	14%[57.1 µM]	-1
CC1Oc2ccccc2N(Cc2cccnc2)C1=O (centres undefined)	-3	-7	-15%	0.1	1%	0.5	0%	4%	6
O=c1cc(CO)occ1OCc1c(F)cccc1Cl	1	4	-19%	0.0	18%	3.0	27%[57.1 µM]	3%[57.1 µM]	-3
CCCS(=O)(=O)N1CCC(C(=O)NCCOC)CC1	3	nt	-29%	0.3	6%	0.0	8%[57.1 µM]	-1%[57.1 µM]	1
Cc1ccc(NC(=O)c2cc(NC(=O)c3ccco3)ccc2N2CCCCC2)cc1	-6	-7	-8%	-0.3	-1%	0.0	10%	12%	-10
CCCS(=O)(=O)N1CCN(C(=O)c2cccc(OC)c2)CC1	-3	-4	2%	0.3	1%	0.5	2%	-4%	0
COc1cccc(NC(=S)Nc2ccc(F)cc2)c1	3	-1	-9%	0.5	-3%	-0.1	-12%	-1%	8
Cc1ccc(-c2cnn3c(N4CCOCC4)cc(C)nc23)cc1	9	22	4%	-0.1	9%	0.7	72%[activator]	122%[activator]	0
CCCCOc1ccccc1N	-1	-6	-13%	0.0	3%	0.3	2%[57.1 µM]	5%[57.1 µM]	1
Cc1cnc(C(=O)N2CCCC(N3CCN(c4ccccc4C)CC3)C2)cn1 (centres undefined)	15	15	-15%	-0.2	7%	4.8	-2%	3%	-1

The list goes on.
Structure	TRHR enhancer	D2 antag	USP1 inh	TRHR ag	IDH1 R132H inh	D2 ag	TrxR1 inh	TrxR1 substrate	PI4K2A block
CCCCc1ccc(NC(=S)NCCc2ccc(S(N)(=O)=O)cc2)cc1	6	-13	-13%	0.4	1%	0.0	-9%	-3%	2
Cc1nnsc1C(=O)NNc1ccc(C(C)C)cc1	1	-5	-7%	-0.7	1%	-0.6	13%[57.1 µM]	8%	-2
CCc1ccc(Nc2nnc(SCC(=O)NC(=O)CN3CCCC3=O)s2)cc1	3	18	-14%	-0.7	16%	0.5	2%	-5%	4
O=c1[nH]n2c(=O)c3c([nH]c2c1N=Nc1cccc(C(F)(F)F)c1)CCCC3	3	4	?	-0.5	-9%	0.5	-18%	-14%	14
O=C(O)CC(NC(=O)c1ccco1)c1ccco1 (centres undefined)	-1	-3	-18%	0.4	0%	0.8	3%	4%	-3
Cc1ccc(/C=N/NC(=O)Cn2nnc(N)n2)cc1	-22	41*	-6%	0.1	8%	-0.1	13%	-2%	4
COc1ccc(C)cc1NC(=O)c1cc(S(=O)(=O)N2CCC3(CC2)OCCO3)ccc1F	-6	13	-8%	0.0	-6%	-0.7	24%	-2%	-2
CC(C)(C)OC(=O)N1CCCC(C(=O)Nc2ccc(C(=O)N3CCOCC3)cc2)C1 (centres undefined)	nt	nt	-29%	nt	2%	nt	2%	2%	0
Cc1nn(C(=O)c2cccc(Cl)c2)c(C)c1S(=O)(=O)N1CCOCC1	-2	nt	-9%	0.2	3%	0.4	?	10%[57.1 µM]	-11

Some of these compounds in order of count of non-hydrogen atoms, rising:
Structure	TRHR enhancer	D2 antag	USP1 inh	TRHR ag	IDH1 R132H inh	D2 ag	TrxR1 inh	TrxR1 substrate	PI4K2A block
CCCCOc1ccccc1N	-1	-6	-13%	0.0	3%	0.3	2%[57.1 µM]	5%[57.1 µM]	1
O=C(O)CC(NC(=O)c1ccco1)c1ccco1 (centres undefined)	-1	-3	-18%	0.4	0%	0.8	3%	4%	-3
O=c1cc(CO)occ1OCc1c(F)cccc1Cl	1	4	-19%	0.0	18%	3.0	27%[57.1 µM]	3%[57.1 µM]	-3
COC(=O)c1cc(C)nc2c1c(C)nn2-c1ccccc1	-6	-4	-14%	-0.6	6%	0.1	20%	5%	-1
CCCS(=O)(=O)N1CCN(C(=O)c2cccc(OC)c2)CC1	-3	-4	2%	0.3	1%	0.5	2%	-4%	0
Cc1ccc(-c2cnn3c(N4CCOCC4)cc(C)nc23)cc1	9	22	4%	-0.1	9%	0.7	72%[activator]	122%[activator]	0
Cc1nn(C(=O)c2cccc(Cl)c2)c(C)c1S(=O)(=O)N1CCOCC1	-2	nt	-9%	0.2	3%	0.4	?	10%[57.1 µM]	-11
CCCCc1ccc(NC(=S)NCCc2ccc(S(N)(=O)=O)cc2)cc1	6	-13	-13%	0.4	1%	0.0	-9%	-3%	2
COc1ccc(/C=C/c2nc(S(=O)(=O)c3ccccc3)c(N(C)C)o2)cc1	-8	13	-8%	-1.8	-2%	-0.1	-13%	28%	-2
CCc1ccc(Nc2nnc(SCC(=O)NC(=O)CN3CCCC3=O)s2)cc1	3	18	-14%	-0.7	16%	0.5	2%	-5%	4
COc1ccc(Cl)cc1N/C(N)=N/c1nc(CSc2ccc(C)cc2)cc(=O)[nH]1	-2	2	-10%	-0.3	0%	0.4	14%	-4%	2
CC(C)(C)OC(=O)N1CCCC(C(=O)Nc2ccc(C(=O)N3CCOCC3)cc2)C1 (centres undefined)	nt	nt	-29%	nt	2%	nt	2%	2%	0

Screening results from PubChem.
